PLC-beta3 inh: blocks human PLC-beta3 enzyme activity; Purified PLC-beta3, fluorogenic substrate, fluorescence; inhibition, % at 12.2 µM; actives 0.18% (n = 370,000); in the data active means inhibition above about 11%;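 further: 0% = median of compound wells on plate and 100% = full blocker control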
ARFGAP1 inhibitor: inhibits rat ARF GTPase activating protein 1. Q62848. inhibition, % at 16.5 µM. actives 0.26% (n = 360,000). Arfgap1-stimulated ARF1 GTP hydrolysis, GDP FP detection;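 active means inhibition above a per-plate limit, mean inhibition of low control wells plus 3 SD, cut at about 25% in these data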;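 further: 0% = DMSO wells with enzyme and 100% = wells lacking Arfgap1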
Target sequence (Q62848 1-136 limits assumed): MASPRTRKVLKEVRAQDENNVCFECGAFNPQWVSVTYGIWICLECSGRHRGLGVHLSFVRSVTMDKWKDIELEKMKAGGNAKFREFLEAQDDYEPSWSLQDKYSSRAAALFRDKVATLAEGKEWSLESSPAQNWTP
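Material: rat Arfgap1 catalytic domain, aa 1-136; also added: human ARF1(Δ1-17)-GTP substrate; compound dosing: one concentration, 16.5 µM, DMSO 1.26%; incubation: GTP hydrolysis reaction 2 h at 25 °C; measured by: Tracer-displacement fluorescence polarization with EDTA stop, 620/688 nm; evaluation: % inhibition from polarization; repeats: one replicate per compound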
PLC-gamma1 inh: PLC-gamma1 (human) inhibition, primary screen; actives 0.84% (n = 370,000); purified PLC-gamma1, fluorogenic substrate, fluorescence; AID 720700; P19174; inhibition, % at 12.2 µM; in the data active means inhibition above about 9.5%
Tn7 DDE FP: inhibitors of Tn7 peptide binding to human fibrin DD(E); P02675; inhibition, % at 8.3 µM; FP displacement of FITC-Tn7 peptide from fibrin DD(E); 0% = median of compound wells per plate; actives 0.13% (n = 370,000);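 active means inhibition above the mean of compounds falling within the control limits plus 3 SD of them, cut at about 14% in these data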;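 further: 0% = plate median of compound wells and 100% = 10 µM Aha-Tn7 peptide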
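assay system = human clot-derived fibrin DD(E) complex | quantity = Fibrin-DD(E) at 2 µM final | timing = 10 min preincubation, 3 h with tracer, room temperature | signal = fluorescence polarization | measure = percent inhibition | benchmarks = high control wells with 10 µM unlabelled Aha-Tn7 peptide (full inhibition) | replicates = singlicate testing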
ASAP1 inh: ASAP1 ArfGAP inhibition; ASAP1-stimulated ARF1 GTP hydrolysis, GDP FP detection; AID 624377; inhibition, % at 16.5 µM; actives 0.19% (n = 360,000); in the data active means inhibition above about 25%;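 further: 0% = vehicle with enzyme and substrate and 100% = no enzyme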
Target sequence (Q9ULH1 325-724 limits assumed): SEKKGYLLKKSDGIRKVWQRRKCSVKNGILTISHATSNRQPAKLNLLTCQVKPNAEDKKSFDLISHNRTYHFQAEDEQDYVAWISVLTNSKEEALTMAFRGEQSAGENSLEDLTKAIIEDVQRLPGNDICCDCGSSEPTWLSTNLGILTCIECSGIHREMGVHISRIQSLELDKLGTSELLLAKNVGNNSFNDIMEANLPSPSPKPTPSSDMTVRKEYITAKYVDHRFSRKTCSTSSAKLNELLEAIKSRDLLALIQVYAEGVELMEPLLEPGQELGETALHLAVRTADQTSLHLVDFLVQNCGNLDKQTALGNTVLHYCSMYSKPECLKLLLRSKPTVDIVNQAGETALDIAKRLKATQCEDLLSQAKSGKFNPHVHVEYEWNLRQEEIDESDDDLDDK
ADAM17 inh: ADAM17 inhibition, QFRET primary screen. recombinant ADAM17, EDANS/DABCYL FRET peptide cleavage. actives 0.83% (n = 370,000). P78536. inhibition, % at 6.95 µM;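 active means inhibition above the mean of compounds lying between control limits plus 3 SD, set per campaign, cut at about 8.5% in these data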;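 further: 0% = DMSO-only wells as the low control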
TDP2 absorb: blocks human TDP2 phosphodiesterase activity | O95551 | recombinant TDP2, T5PNP hydrolysis, p-nitrophenol absorbance 415 nm | inhibition, % at 12.8 µM | actives 0.34% (n = 370,000) | AID 720702;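 active means inhibition above the mean of all tested compounds plus 3 SD, set per campaign, cut at about 25% in these data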;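 further: 0% = DMSO with enzyme and 100% = buffer with substrate but no TDP2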
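Assay system: recombinant human TDP2 / Reagent: T5PNP substrate at 5 mM, a TopII-DNA adduct mimic / Measured by: epi absorbance from released p-nitrophenol / Evaluation: % inhibition relative to enzyme-containing and enzyme-free wells / Control set: enzyme-free and DMSO wells / Replicates: each compound tested once, singlicate / Schedule: enzyme reaction with compound for 2 h at 37 °C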
Tn6 DDE FP: inhibitors of Tn6 peptide binding to human fibrin DD(E); P02675; actives 0.21% (n = 370,000); Fibrin DD(E) TRITC-Tn6 fluorescence polarization displacement; inhibition, % at 8.3 µM;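 active means inhibition above a per-campaign cutoff: mean of compounds within control limits plus 3 SD, cut at about 15% in these data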;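 further: 0% = median of all compound wells on the plate and 100% = blocking peptide control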
ADAM10 inh: ADAM10 inhibition, QFRET primary screen; O14672; recombinant ADAM10, EDANS/DABCYL FRET peptide cleavage, 3 h; inhibition, % at 7 µM; actives 0.62% (n = 370,000); AID 720582;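 active means inhibition above a per-campaign cutoff equal to the mean of compounds falling between control-based bounds plus 3 SD, cut at about 20% in these data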;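 further: 0% = DMSO wells while the 100% control is not disclosed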
Target sequence (O14672 214-748 limits assumed): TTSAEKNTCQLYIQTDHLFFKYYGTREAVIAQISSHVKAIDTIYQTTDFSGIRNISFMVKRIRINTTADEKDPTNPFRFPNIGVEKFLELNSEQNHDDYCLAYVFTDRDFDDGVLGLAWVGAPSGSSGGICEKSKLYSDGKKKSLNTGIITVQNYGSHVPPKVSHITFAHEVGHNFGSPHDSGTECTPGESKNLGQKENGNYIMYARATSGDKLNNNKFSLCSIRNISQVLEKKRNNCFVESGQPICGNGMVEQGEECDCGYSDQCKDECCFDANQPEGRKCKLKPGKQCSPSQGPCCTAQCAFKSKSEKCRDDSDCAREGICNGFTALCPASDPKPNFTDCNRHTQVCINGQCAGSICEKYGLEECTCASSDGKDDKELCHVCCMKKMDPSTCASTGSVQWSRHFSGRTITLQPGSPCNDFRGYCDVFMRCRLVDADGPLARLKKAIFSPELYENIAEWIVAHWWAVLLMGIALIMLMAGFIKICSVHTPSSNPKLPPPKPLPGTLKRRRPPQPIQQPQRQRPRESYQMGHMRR
SIAE primary: inhibitors of human sialic acid acetylesterase SIAE; Q9HAT2; SIAE FP-Rh probe binding, fluorescence polarization; inhibition, % at 9.66 µM; actives 0.69% (n = 370,000); AID 1053197;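 active means inhibition above a cutoff: mean of compounds within the control limits plus 3 SD of those, cut at about 17% in these data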;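 further: 0% = plate median of compound wells and 100% = probe without SIAE protein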
An asterisk follows results filed as active; / = no result given. Hits appear at their usual frequency; about 3.6% have a hit in one of these screens.

SMILES	PLC-beta3 inh	ARFGAP1 inhibitor	PLC-gamma1 inh	Tn7 DDE FP	ASAP1 inh	ADAM17 inh	TDP2 absorb	Tn6 DDE FP	ADAM10 inh	SIAE primary
Cc1ccc(NC2CC(=O)N(CCc3ccccc3)C2=O)cc1 (stereo not drawn)	-5	6	1	2	13	-1	-13	3	5	-5
Cc1cc(NC2=CC(=O)C(=O)c3ccccc32)no1	-1	1	-1	4	29*	-2	29*	5	-9	8
Cn1c(CCc2ccccc2)n[nH]c1=S	-6	10	2	-11	-6	-2	-1	1	5	8
O=C(CN1C(=O)CCS(=O)(=O)c2ccccc21)NCCc1ccccc1	-5	3	0	-3	-6	-1	26*	7	1	4
Cc1n[nH]c(=O)nc1NCc1ccccc1Cl	4	-4	4	-4	-7	1	2	4	-2	2
Cc1nn(-c2ccccc2)c(N)c1C1(O)C(=O)N(C(C)C)c2ccccc21 (stereo not drawn)	-1	7	0	-4	2	3	7	-11	6	5
COc1cc(/C=N/n2c(COc3ccccc3)n[nH]c2=S)cc(Br)c1O	-8	6	-2	1	0	-5	1	8	-12	0
CSC(=NNC(=O)c1ccccc1O)SC	-2	5	-5	-4	-4	-3	0	-1	0	1
O=C(c1cccs1)N1N=C(c2ccccc2)CC1c1ccc(O)cc1 (stereo not drawn)	-29	5	-22	-10	9	16*	-16	-9	27*	-6
Cc1ccccc1Nc1nc(CSc2nnc(-c3ccoc3C)n2C)cs1	0	1	-2	1	9	0	-1	-4	3	11
Cn1c(CN2CCN(C(=O)c3ccccc3)CC2)nc2cc([N+](=O)[O-])ccc21	-9	10	-2	2	-2	2	-6	-3	-1	-1
Cc1ccc2nc(SCc3nnc(-c4ccccc4Br)o3)[nH]c2c1	-4	-3	-3	6	1	-2	0	7	0	4
CCOC(=O)c1c(NC(=O)CSc2nnnn2C)sc(C)c1C	-3	-7	-2	0	-1	-4	2	4	-5	0
Cc1nc(-c2ccccc2)sc1C(=O)/C=C/c1ccccc1	1	-10	0	10	4	-1	2	4	11	-11
Cn1c(COc2cccc3cccnc23)nnc1SCC(=O)O	-10	-2	-10	1	-7	-2	0	11	-13	-1
ClCc1nnc(-c2cc3c(s2)CCCC3)o1	-5	-7	2	4	0	0	-4	-2	1	-4
Cc1nn(C)c(C(=O)Nc2cccc(Nc3ccccc3)c2)c1[N+](=O)[O-]	-3	-2	4	-3	3	-2	5	-6	11	2
COc1ccc(OCc2nnc(SC3CCOC3=O)n2-c2ccccc2)cc1 (stereo not drawn)	3	11	-1	4	-4	-1	7	-3	1	5
COc1ccc(-c2cnnn2-c2ccc(N)cc2)cc1OC	4	0	5	-4	8	-1	11	-8	2	6
CC(=O)Nc1cccc(C(=O)Nc2ccc(S(=O)(=O)NC3=NCCCCC3)cc2)c1	-1	4	5	-8	10	2	1	4	3	-4
COc1nc(-c2ccccc2)ccc1-c1noc(C)n1	-1	8	1	3	13	1	-10	12	-2	3
CCCCCOc1ccc(NC(=O)C2OC3OC(C)(C)OC3C3OC(C)(C)OC23)cc1 (stereo not drawn)	2	4	4	-4	18	0	3	-6	3	6
Cc1cc(=O)[nH]c(SCC(=O)NC2CCCc3ccccc32)n1 (stereo not drawn)	-5	-5	-1	3	-4	-6	11	-9	-3	-4
CC[C@]12c3[nH]c4ccccc4c3CCN1C(=O)C(CC(=O)NCCCn1ccnc1)C[C@@H]2C(=O)N1CCN(C(=O)c2ccco2)CC1 (stereo partly drawn)	0	-6	0	-1	-15	-3	0	-5	-8	-4
COc1cc2ccccc2cc1C(=O)NCc1ccncc1	-42	5	-27	-6	-6	-69	5	0	-213	5
SMILES	PLC-beta3 inh	ARFGAP1 inhibitor	PLC-gamma1 inh	Tn7 DDE FP	ASAP1 inh	ADAM17 inh	TDP2 absorb	Tn6 DDE FP	ADAM10 inh	SIAE primary
Cc1n[nH]c(=S)n1/N=C/c1ccccc1OCc1ccc(Cl)cc1	0	-2	4	3	12	-1	-4	-1	6	4
COC(=O)c1ccc(-n2ccnc2)cc1	-1	2	0	-4	3	-3	-2	6	-9	-27
Cc1ccc(S(=O)(=O)N(C)C)cc1NC(=O)COC(=O)C1CC(=O)N(c2ccc3c(c2)OCCO3)C1 (stereo not drawn)	-1	3	-3	3	-8	-1	20	-11	0	7
CC(C(=O)O/N=C(\N)c1ccccn1)c1ccc([N+](=O)[O-])cc1 (stereo not drawn)	-4	2	1	1	-2	-1	16	-1	-6	0
OCC(CO)(CO)N=Cc1c(O)ccc2ccccc12	-16	-7	-10	4	1	-8	7	2	-21	-2
Cc1cccc(C(=O)NNC(=O)c2ccc(Cl)cc2)c1O	-6	0	2	-8	3	0	-1	-8	-6	7
CCOc1ccc(-c2nnc3sc(COc4ccccc4)nn23)cc1	3	9	1	-4	12	2	-3	-2	14	0
Cc1cccc(NC(=O)COC(=O)c2ccc3nc(C)c(C)nc3c2)c1	-5	12	2	-9	-6	7	-15	0	9	-4
Cc1ccc(C(=O)NCc2ccc(Cl)cc2)cc1S(=O)(=O)N1CCCCC1	-4	3	1	-4	2	1	3	4	8	-7
CC(=O)Nc1ccc(-c2csc(Nc3cc(C)ccn3)n2)cc1	-3	11	1	4	8	1	-7	-12	4	6
Cc1ccc2sc(NNC(=O)C3=COCCO3)nc2c1C	-14	-1	-10	1	7	-5	4	0	-8	8
O=C(/C=C/NCc1cccnc1)c1ccc(-c2ccccc2)cc1	-189	-1	-103	-4	8	-3	4	-6	1	0
CN(C)c1cccc(NC(=O)c2cccc3ccccc23)c1	-1	-10	1	0	-1	0	10	-1	6	-2
COc1ccc(C(=O)Nc2ccc(-c3nnn(CC(=O)NCc4ccco4)n3)cc2)cc1	-18	14	-4	1	2	-2	0	4	-4	-30
COCCn1c(CN2CCN(c3cccc(Cl)c3)CC2)nc2c1c(=O)n(C)c(=O)n2C	-3	4	-4	-1	8	-2	7	-3	-11	10
COc1ccccc1CNC(=O)C1CC(c2ccccc2[N+](=O)[O-])=NO1 (stereo not drawn)	5	4	0	3	2	1	4	-3	3	9
Cc1cc(C(=O)Nc2ccc(Cl)c(Cl)c2)n(-c2ccccc2)n1	1	/	0	5	/	4	2	1	5	-20
Brc1ccc(-c2nn3c(-c4ccccn4)nnc3s2)o1	-17	0	-11	8	1	-11	-2	3	-28	7
CC(NC(=O)COC(=O)c1ccccc1SCC(=O)N1CCCC1)c1ccccc1 (stereo not drawn)	-3	-8	-1	-2	-1	0	-5	7	-5	-10
COC(=O)c1cc2c(c3c4cc(OC)ccc4n(S(=O)(=O)c4ccc(F)cc4)c13)C(=O)N(CC(C)C)C2	-32	12	-37	0	-5	-2	-2	-5	-10	0
COc1ccccc1N1CCN(S(=O)(=O)CCNC(=O)/C=C/c2ccc3c(c2)OCO3)CC1	-22	-3	-17	0	-8	-23	-7	-6	-79	-3
CCOc1ccc(NC(=O)CN(C)C(=O)c2cc(-c3ccc(OC)cc3)nc3ccccc23)cc1OCC	-466	17	-476	0	17	-140	9	-3	-360	6
Cc1nnc(NC(=O)CSc2nccn2-c2ccc(F)cc2)s1	-3	7	0	-5	-10	-2	12	-1	4	1
c1ccc(CCn2nnnc2C(c2cccnc2)N2CCN(c3ccccc3)CC2)cc1 (stereo not drawn)	-3	5	2	2	4	-3	5	1	-2	3
O=C(c1ccc(S(=O)(=O)N2CCCCCC2)cc1)N1CCN(Cc2ccccc2)CC1	-6	12	1	2	-12	-4	5	-5	-2	-1
SMILES	PLC-beta3 inh	ARFGAP1 inhibitor	PLC-gamma1 inh	Tn7 DDE FP	ASAP1 inh	ADAM17 inh	TDP2 absorb	Tn6 DDE FP	ADAM10 inh	SIAE primary
CCOC(=O)CNC(=O)N(C)[C@H]1C[C@H]2c3[nH]c4c(-c5ccc6c(c5)OCO6)cccc4c3CCN2C(=O)[C@H]1[C@H](C)O	-159	-1	-128	8	-5	-45	6	-5	-100	-10
CC1(C)Cc2c(cnn2-c2ccccc2)C(NC(=O)c2ccoc2)C1 (stereo not drawn)	-9	4	3	1	10	0	2	-1	-6	-5
O=C(O)c1cccc(NS(=O)(=O)c2ccc(S(=O)(=O)N3CCOCC3)cc2)c1	-6	5	5	-5	-2	0	2	-2	-10	8
CC(Oc1ccc(Cl)cc1Cl)C(=O)Nc1ncccn1 (stereo not drawn)	-1	-1	2	-7	12	-1	5	-2	-2	-5
O=C(CC1C(=O)NCCN1CC1CCCCC1)NCc1cccc(F)c1F (stereo not drawn)	-5	-4	-6	9	-7	-4	-11	-1	5	-5
Cc1nn(-c2cccc(Cl)c2)c2nc(-c3ccncc3)cc(C(=O)N3CCOCC3)c12	-92	8	-62	-1	11	-6	6	4	-4	-9
Cn1nc(C(F)(F)F)c(/C=N/OC(=O)c2ccccc2)c1SCc1ccc(Cl)cc1	1	-3	1	6	-5	-5	-5	2	-5	-7
CCN(CC)CCCNC(=S)N(Cc1ccco1)Cc1cc2cc3c(cc2[nH]c1=O)OCCO3	-21	-10	-15	-6	9	-47	2	4	-193	4
Cc1cc(C)c2c(N=CN(C)C)c(C(=O)N3CCN(c4ncccn4)CC3)sc2n1	-135	-8	-106	2	1	1	-9	1	2	0
NC1=NC(c2ccccc2)=NC1(NC(=O)c1ccccc1)C(Cl)Cl (stereo not drawn)	-9	9	-6	5	4	-6	0	-1	-5	-3
CS(=O)(=O)N(CC(=O)NCCSc1ccc(Cl)cc1)c1ccc2c(c1)OCO2	1	-2	1	1	3	-4	6	1	3	-4
CCN(c1ccccc1)S(=O)(=O)c1ccc(OC)c(NC(=O)c2cc(Cl)ccn2)c1	-4	0	-2	-2	0	-1	-8	0	-5	0
O=C(CCC(=O)N/N=C/c1ccc(Br)s1)NCc1ccccc1	0	4	0	2	4	-4	-1	-3	-13	7

Record cards, from the list above.
O=C(CCC(=O)N/N=C/c1ccc(Br)s1)NCc1ccccc1 in the list: PLC-beta3 inh: 0; ARFGAP1 inhibitor: 4; PLC-gamma1 inh: 0; Tn7 DDE FP: 2; ASAP1 inh: 4; ADAM17 inh: -4; TDP2 absorb: -1; Tn6 DDE FP: -3; ADAM10 inh: -13; SIAE primary: 7
CS(=O)(=O)N(CC(=O)NCCSc1ccc(Cl)cc1)c1ccc2c(c1)OCO2 in the list: PLC-beta3 inh: 1; ARFGAP1 inhibitor: -2; PLC-gamma1 inh: 1; Tn7 DDE FP: 1; ASAP1 inh: 3; ADAM17 inh: -4; TDP2 absorb: 6; Tn6 DDE FP: 1; ADAM10 inh: 3; SIAE primary: -4

Part of the list above, reduced to Tn6 DDE FP.
smiles	Tn6 DDE FP
COc1ccc(-c2cnnn2-c2ccc(N)cc2)cc1OC	-8
CC(=O)Nc1cccc(C(=O)Nc2ccc(S(=O)(=O)NC3=NCCCCC3)cc2)c1	4
COc1nc(-c2ccccc2)ccc1-c1noc(C)n1	12
CCCCCOc1ccc(NC(=O)C2OC3OC(C)(C)OC3C3OC(C)(C)OC23)cc1 (stereo not drawn)	-6

From PubChem
